# Eya2 phos inh – inhibitors of human Eya2 phosphatase activity; recombinant Eya2, OMFP fluorescence dephosphorylation (OMFP is methylfluorescein phosphate); Potency, µM (highest dose often 76.9 µM), for the others: at the highest dose activity, negative = inhibition, hits mostly inhibitors; actives 0.006% (n = 330,000); AID 488837; also: potency is read from the fitted curve at half-maximal effect; % is scaled to controls: 0 for no effect and ±100 for the full control effect
# Target sequence (O00167 whole entry, looked up): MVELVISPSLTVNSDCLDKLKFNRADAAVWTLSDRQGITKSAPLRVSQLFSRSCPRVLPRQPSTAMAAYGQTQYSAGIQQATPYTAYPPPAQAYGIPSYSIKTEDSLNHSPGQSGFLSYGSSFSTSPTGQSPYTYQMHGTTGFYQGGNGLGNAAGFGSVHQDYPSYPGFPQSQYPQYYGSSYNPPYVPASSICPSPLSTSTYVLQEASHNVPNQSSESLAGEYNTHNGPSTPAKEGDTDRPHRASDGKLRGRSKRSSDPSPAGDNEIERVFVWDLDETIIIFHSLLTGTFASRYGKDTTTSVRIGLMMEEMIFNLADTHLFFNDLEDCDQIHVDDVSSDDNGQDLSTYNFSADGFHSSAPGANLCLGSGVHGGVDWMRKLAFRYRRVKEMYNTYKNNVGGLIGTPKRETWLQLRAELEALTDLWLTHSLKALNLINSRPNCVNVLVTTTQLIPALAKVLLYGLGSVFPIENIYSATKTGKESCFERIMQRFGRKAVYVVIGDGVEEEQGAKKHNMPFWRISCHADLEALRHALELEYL
#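 Eya2 protein (added as 0.2 uM solution) was preincubated with compound for 10 min at ambient temperature in 50 mM HEPES pH 7.5, 50 mM NaCl, 5 uM MgCl2, 0.05% BSA, 1 mM DTT. OMFP (added at 50 uM) then reacted 10 min; fluorescence read at 485/525 nm.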
# hERG WT inh – KCNH2 (human, wildtype) channel inhibition | Q12809 | U2OS, BacMam KCNH2, thallium flux FluxOr; active compounds read low | activity change, % at 1.84 µM | actives 0.37% (n = 340,000);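 active = maximum activity change below -70%; inconclusive = maximum activity change between -70% and -50%; inactive = maximum activity change above -50%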; also: % is scaled to controls: 0 for no effect and ±100 for the full control effect
#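 U2OS cells were transduced with wild-type KCNH2 virus (2.03 x 10^8 / mL) for 4 h at room temperature, then cultured overnight at 37 C. Thallium flux was read with FluxOr dye. Rate constants were normalized to DMSO controls.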
# Chronic BCR inh – inhibitors of chronic active B-cell receptor signaling | Potency, µM (doses to about 46.1 µM), for the others: at the highest dose ratio change, negative = lower green/red ratio, most hits filed as inhibitors | actives 0.05% (n = 340,000) | ABC-DLBCL IkBa-CBG/CBR reporter, luminescence ratio, 4 h; active = well fitted inhibition curve with a large enough effect in the signal ratio, with a control signal flat, not every such curve was filed as active; inconclusive = small, poorly fitted or top-dose-only effect, or effect the other way, or a change in a side signal; the % refers to the signal ratio;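 also: potency is read from the fitted curve at half-maximal effect; plate controls were basal doxycycline-induced cells for no effect and cells given 10 µM MG132 for full effect; MG132 reads +100%, hits lower the ratio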
#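 TMD8 ABC-DLBCL cells carrying doxycycline-inducible green luciferase fused to IkappaBalpha plus unfused red luciferase were exposed to compounds (up to 46 uM) for 4 hrs at 37C. Activity came from the overlap-corrected green/red luminescence ratio.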
# MBNL1-CUG inh – MBNL1-poly(CUG) RNA binding inhibition; Q9NR56; actives 0.036% (n = 280,000); TR-FRET MBNL1-His/biotin-(CUG)12 binding, 665/545 ratio; Potency, µM (titrated, usually from 57.5 µM), without a hit: top-dose activity change, negative = inhibition, most hits filed as inhibitors; active = well fitted inhibition curve with a large enough effect in the signal ratio, with a control signal flat, not every such curve was filed as active; inconclusive = small, poorly fitted or top-dose-only effect, or effect the other way, or a change in a side signal; inactive = no such curve, though single readings can be large or run the other way; the % refers to the signal ratio; also: potency is read from the fitted curve at half-maximal effect; % is scaled to controls: 0 for no effect and ±100 for the full control effect
#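 Compound titration spanned 92 nM–58 uM against the MBNL1-His/biotin-(CUG)12 complex. After 60 min at room temperature with 5 nM streptavidin-XL665 and 0.055 ng/ul terbium anti-His, ratiometric 665/545 nm emission (Ex 340 nm) normalized to controls.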
# USP2a block – inhibitors of human ubiquitin-specific protease USP2a | O75604 | USP2 core, Ub-CHOP2 coupled fluorogenic reporter, 485/531 | Potency, µM (highest dose often 38.3 µM), inactives show top-dose activity change, negative = inhibition, most hits filed as inhibitors | actives 0.01% (n = 330,000);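 also: potency is read from the fitted curve at half-maximal effect; plate controls were DMSO wells for no effect and full inhibition by NEM control for full effect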
#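 USP2 core (10nM final) preincubated 30min RT with compound in 20mM Tris-HCl pH 8.0, 2mM CaCl2, 2mM beta-mercaptoethanol, 0.05% CHAPS; 25nM Ub-CHOP2 plus 25nM reporter substrate added, fluorescence (Ex485/Em531) read after 60min.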
# GALK inh – blocks human galactokinase activity; P51570; Purified GALK, Kinase-Glo residual ATP luminescence; actives 0.007% (n = 270,000); Potency, µM (highest dose often 57.5 µM), for the others: top-dose activity change, negative = inhibition, actives largely listed as inhibitors; also: potency is read from the fitted curve at half-maximal effect; % is scaled to controls: 0 for no effect and ±100 for the full control effect
#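 Quantitative HTS: GALK 5 nM, ATP 35 uM, galactose 100 uM, 1 h room temperature, then luciferase-based ATP detection.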
# Menin-MLL TR inh – inhibitors of human menin-MLL interaction, mutant MLL peptide. O00255. Menin + Texas Red MLL mutant peptide, fluorescence polarization. Potency, µM (top dose mostly 61.6 µM), for inactives: top-dose FP activity change, negative = inhibition, actives largely listed as inhibitors. actives 0.23% (n = 270,000); active = well fitted inhibition curve with a large enough effect in the polarisation, with a control signal flat, not every such curve was filed as active; inconclusive = small, poorly fitted or top-dose-only effect, or effect the other way, or a change in a side signal; inactive = no such curve, though single readings can be large or run the other way; the % refers to the polarisation; also: potency is read from the fitted curve at half-maximal effect; % of control where 0% means no effect; many of its hits are not listed in these tables
# ASM inhibitor – inhibitors of human secretory acid sphingomyelinase. Potency, µM (top dose mostly 57.5 µM), for the others: top-dose activity change, negative = inhibition, most hits filed as inhibitors. placental ASM, HMU-PC fluorogenic substrate, 60 min. actives 0.006% (n = 340,000). P17405; also: potency is read from the fitted curve at half-maximal effect
#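 qHTS format. ASM enzyme prepared from human placenta hydrolyses the fluorogenic substrate HMU-PC0 (9 uM final) over 60 min at 37 °C after a 10 min compound preincubation.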
# PKM2 act – increases activity of human pyruvate kinase M2; purified PKM2, Kinase-Glo ATP luminescence, activation; response scale: 0% is enzyme alone, no compound; Potency, µM (doses to about 57.5 µM), for the others: at the highest dose activation, most hits filed as activators; actives 0.34% (n = 260,000); AID 1631; also: potency is read from the fitted curve at half-maximal effect; % is scaled to controls: 0 for no effect and ±100 for the full control effect; nearly all actives have a fitted effect of over 55% in size
# Target sequence (P14618 whole entry, looked up): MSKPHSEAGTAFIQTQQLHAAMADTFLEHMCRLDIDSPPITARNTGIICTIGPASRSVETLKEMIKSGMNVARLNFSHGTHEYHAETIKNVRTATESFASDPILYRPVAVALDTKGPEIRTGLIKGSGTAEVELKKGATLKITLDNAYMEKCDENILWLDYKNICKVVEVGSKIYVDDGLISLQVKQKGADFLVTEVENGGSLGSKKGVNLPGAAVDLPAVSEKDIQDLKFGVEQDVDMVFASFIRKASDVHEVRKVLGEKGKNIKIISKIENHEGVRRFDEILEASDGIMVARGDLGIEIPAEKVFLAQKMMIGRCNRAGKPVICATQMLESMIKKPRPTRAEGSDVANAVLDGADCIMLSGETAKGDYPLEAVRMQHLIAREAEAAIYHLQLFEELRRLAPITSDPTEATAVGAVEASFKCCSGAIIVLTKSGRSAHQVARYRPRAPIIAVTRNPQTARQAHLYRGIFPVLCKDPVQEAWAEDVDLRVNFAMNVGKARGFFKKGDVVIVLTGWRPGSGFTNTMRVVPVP
#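 ATP formation by purified human PK-M2, quantified via coupled luciferase luminescence after 1 h at room temperature with 0.1 mM ADP and 0.5 mM PEP final.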
# TSHR antagonist – antagonists of human thyroid stimulating hormone receptor; TSHR-expressing cells, TSH-stimulated cAMP HTRF, 2 h; active compounds read low; P16473; actives 0.2% (n = 330,000); activity change, negative = inhibition, % at 11.5 µM; AID 504810;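 active = activity change below a set negative limit, meaning inhibition stronger than a set level, cut at about -70% in these data; inconclusive = activity change between two set negative limits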; also: % is scaled to controls: 0 for no effect and ±100 for the full control effect
#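 TSHR-expressing cells were treated with compounds, then stimulated with TSH at EC80 (4nM final) for 2 hours at 37 deg C. Cellular cAMP was measured by HTRF competition between lysate cAMP and cAMP-d2 for a cryptate-labelled anti-cAMP antibody.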
# Mito fusion act – mitochondrial division inhibition or fusion activation; S. cerevisiae fusion-defective mutant growth rescue, CellTiterGlo 48 h; Potency, µM (series often up to 46.1 µM), inactives show top-dose growth rescue (activation), hits mostly activators; actives 0.23% (n = 320,000);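 also: potency is read from the fitted curve at half-maximal effect; % of control where 0% means no effect; nearly all actives have a fitted effect of over 45% in size; temperature-sensitive fusion mutants such as fzo1-1 at 37 °C on non-fermentable ethanol glycerol medium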
#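 Growth-rescue viability read-out: after 48 h at the non-permissive 37C in glycerol/ethanol YPEG, yeast mitochondrial fusion mutants are measured by CellTiterGlo luminescence; compounds (23 nl pinned per well) restoring growth score as division inhibitors or fusion activators.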
# Numbers without * were called inactive; u = inconclusive; x = not tested or not shown; [ ] = another dose, or the depositor's remark. Unless noted, calls follow the shape of the dose curve; as a rule, active = well fitted curve in the direction sought with a large enough effect; inconclusive = small, poorly fitted or top-dose-only effect, or another doubt; inactive = no such curve, though single readings can be large; an effect the other way counts as inactive or inconclusive. Some of the compounds tested. The share of hits here may be higher or lower than overall.
item	Structure	Eya2 phos inh	hERG WT inh	Chronic BCR inh	MBNL1-CUG inh	USP2a block	GALK inh
1	COc1ccc(NC(=O)CNC(=O)C2CCCCC2)cc1	-5%	-9	0%	1%	1%	4%
2	CNS(=O)(=O)c1cc(O)c2c(S(=O)(=O)NC)cccc2c1	-14%	-5	-13%	u	2%	0%
3	Nc1ccc(C(=O)Nc2ccc(NC(=O)c3ccco3)c(O)c2)cc1	4%	10	u	-7%	-7%	4%
4	CC1(C)CC(n2c(NCCO)nc3c(c2=O)C2(CCCC2)Cc2ccccc2-3)CCO1 (stereo not drawn)	10%[15.4 µM]	-16	-3%	4%	3%	0%
5	Cc1ccc(C)c(OCc2cc(C(=O)N3CC[C@@H]4CCCC[C@H]4C3)no2)c1	1%	-4	3%	-2%	0%	-7%
6	CC1=C(C(=O)OC2CCCC2)C(c2coc3ccccc3c2=O)C2=C(CC(C)(C)CC2=O)N1 (stereo not drawn)	u	-3	10%	x	2%	-2%
7	O=C(CSc1ccsc1[N+](=O)[O-])Nc1cc(F)ccc1F	-12%	-3	u	u	5%	0%
8	COc1ccccc1/C=C/C(=O)NC(=S)NCC1CCCO1 (stereo not drawn)	-10%	6	-12%	11%	1%	-1%
9	Oc1c(N=NC(=S)Nc2ccccc2F)c2ccccc2n1Cc1ccccc1	5%	2	u	8%	4%	5%
10	CC(=O)c1c(C)[nH]c(C(=O)NCc2ccccc2)c1C	-11%	-3	5%	-11%	3%	1%

item	Menin-MLL TR inh	ASM inhibitor	PKM2 act	TSHR antagonist	Mito fusion act
1	15%	-1%	4%	11	1%
2	2%	2%	4%	9	0%
3	u	3%	-9%	3	1%
4	-7%	12%	-7%	-21	7%
5	x	0%	-5%	-6	1%
6	x	7%	8%	-5	-21%
7	u	-10%	23%	-6	6%
8	u	15%	8%	-18	-3%
9	u	-19%	2%	2	1%
10	12%	2%	11%	-1	3%

# More entries follow:
item	Structure	Eya2 phos inh	hERG WT inh	Chronic BCR inh	MBNL1-CUG inh	USP2a block	GALK inh
11	C=Cn1cc[n+](CC(=O)c2cc(C(C)(C)C)c(O)c(C(C)(C)C)c2)c1	3%	-2	-1%	0%	2%	1%
12	Cc1nn(C)c(C)c1C(C)NC(=O)c1cc(COc2cncc(Cl)c2)on1 (stereo not drawn)	3%	-3	-5%	-7%	2%	0%
13	CC(C)(C)OC(=O)N1Cc2ccccc2C[C@H]1C(=O)NCC(=O)Nc1ccc2c(c1)OCCO2	-8%	-28	6%	0%	0%	1%
14	CCCCNc1c(-c2ccc(OC)c(SC3CCCCC3)c2)nc2cnccn12	-22%	2	u	x	-13%	x
15	CN(C[C@H](Cc1ccccc1)N(C[C@H](CC1CCCCC1)N(CCc1ccccc1)N=O)N=O)N=O	6%	-2	2%	0%	4%	-2%
16	CSCCC(NC(=O)c1ccccc1C)C(=O)O (stereo not drawn)	2%	0	4%	-1%	0%	0%
17	COc1ccccc1/C=C1\SC(=O)N(CCC(=O)NNC(=O)c2ccccc2Cl)C1=O	8%	-5	u	2%	2%	0%
18	Cc1cc(=O)oc2cc(OCC(=O)OCC(=O)N3CCC(C)CC3)ccc12	4%	-3	13%	-2%	1%	5%
19	O=C(N/N=C/c1c[nH]c2ccccc12)c1cc(Br)ccc1O	u	8	u	0%	3%	x
20	O=[N+]([O-])c1ccc(S(=O)(=O)NCCS(=O)(=O)N2CCN(c3ccccc3)CC2)cc1	-16%	6	-5%	u	2%	2%

item	Menin-MLL TR inh	ASM inhibitor	PKM2 act	TSHR antagonist	Mito fusion act
11	1%	1%	1%	16	-1%
12	-1%	0%	x	2	8%
13	10%	0%	-3%	-15	3%
14	x	x	x	-18	3%
15	-1%	-6%	0%	-2	-2%
16	-22%	-1%	-2%	-10	-7%
17	u	110%[activator]	1%	40	4%
18	-19%	297%[activator]	1%	-22	5%
19	u	-2%	x	0	-1%
20	u	-1%	x	2	-5%

# Additional results.
item	Structure	Eya2 phos inh	hERG WT inh	Chronic BCR inh	MBNL1-CUG inh	USP2a block	GALK inh
21	Cc1cccc(NC2=NC(C)(C)N=C(N)N2)c1	-13%	-4	u	-3%	2%	6%
22	Cc1cccc(NC(=O)c2cccc(NC(=O)Cc3cccs3)c2)c1	-1%	4	-25%	-3%	1%	-1%
23	CCOc1ccc(C(O)(c2ccccc2)C(CN2CCCC2)c2ccccc2)cc1 (stereo not drawn)	0%	44	-2%	-3%	0%	0%
24	Cc1nn(Cc2ccccc2)c(C)c1CNC(=O)c1ccc(F)c(S(=O)(=O)N2CCOCC2)c1	3%	-2	0%	x	3%	x
25	COc1cc(C(=O)COC(=O)C2CCCCC2)cc(OC)c1OC	-6%	0	u	x	1%	x
26	CCOC(=O)CCC(=O)Nc1ccc(S(=O)(=O)Nc2cc(OC)nc(OC)n2)cc1	-19%	22	1%	-9%	-2%	0%
27	CCCCn1c(NC(=O)c2ccc(Br)o2)c(S(=O)(=O)c2ccccc2)c2nc3ccccc3nc21	14%	7	0%	5%	-1%	-5%
28	Cc1ccc(C(=O)N2CCN(Cc3ccc4c(c3)OCO4)CC2)cc1S(=O)(=O)N1CCOCC1	-2%	-2	u	-9%	0%	4%
29	COc1cc(/C=N/O)cc(Br)c1OCC(=O)NCc1ccccc1	-4%	1	-1%	x	-4%	0%
30	COc1cccc(CNc2ncc(Br)cc2Br)c1O	-18%	-1	13%	6%	-9%	3%

item	Menin-MLL TR inh	ASM inhibitor	PKM2 act	TSHR antagonist	Mito fusion act
21	4%	3%	0%	24	-1%
22	u	-3%	-1%	0	8%
23	u	3%	x	-2	-16%
24	x	0%	x	-12	-4%
25	x	-3%	x	-8	x
26	9%	3%	1%	-5	0%
27	x	301%[activator]	7%	-20	9%
28	x	0%	-2%	4	5%
29	27%	-1%	u	-9	27%
30	26%	-8%	11%	6	2%

# Next part
item	Structure	Eya2 phos inh	hERG WT inh	Chronic BCR inh	MBNL1-CUG inh	USP2a block	GALK inh
31	COc1ccc(S(=O)(=O)N2CCCOC2CNC(=O)C(=O)NCCc2ccco2)cc1OC (stereo not drawn)	7%	-1	5%	6%	-1%	-3%
32	COc1ccc(C(=O)Nc2ncc(C)s2)cc1S(=O)(=O)N1CCOCC1	-7%	-4	u	x	0%	x
33	COc1ccc2c3c([nH]c2c1)C1(NCC3)C(=O)Nc2ccccc21 (stereo not drawn)	-4%	-12	u	1%	-2%	2%
34	CN(Cc1ccccc1)C(=O)COC(=O)c1ccccc1NS(=O)(=O)c1cccc(N)c1	-6%	19	-4%	3%	-5%	1%
35	CC1=Nc2cc(Cl)ccc2Oc2ccccc21	-11%	-1	2%	-6%	0%	0%
36	Cc1cc(C(=O)OCC(=O)Nc2ccc(F)cc2[N+](=O)[O-])c2ccccc2n1	-1%	-18	0%	6%	0%	2%

item	Menin-MLL TR inh	ASM inhibitor	PKM2 act	TSHR antagonist	Mito fusion act
31	x	2%	12%	3	0%
32	x	6%	x	9	-4%
33	8%	1%	-6%	-3	20%
34	2%	0%	-15%	19	7%
35	-10%	-3%	2%	-3	4%
36	-8%	-2%	-4%	8	0%

# Numbers 1 through 3 from above:
item	Structure	Eya2 phos inh	hERG WT inh	Chronic BCR inh	MBNL1-CUG inh	USP2a block	GALK inh
1	COc1ccc(NC(=O)CNC(=O)C2CCCCC2)cc1	-5%	-9	0%	1%	1%	4%
2	CNS(=O)(=O)c1cc(O)c2c(S(=O)(=O)NC)cccc2c1	-14%	-5	-13%	u	2%	0%
3	Nc1ccc(C(=O)Nc2ccc(NC(=O)c3ccco3)c(O)c2)cc1	4%	10	u	-7%	-7%	4%

item	Menin-MLL TR inh	ASM inhibitor	PKM2 act	TSHR antagonist	Mito fusion act
1	15%	-1%	4%	11	1%
2	2%	2%	4%	9	0%
3	u	3%	-9%	3	1%
